# ERAP1 inh – inhibitors of human ERAP1 aminopeptidase; Q9NZ08; recombinant ERAP1, Leu-AMC fluorescence, 60 min; inhibition, % at 10.7 µM; actives 0.15% (n = 340,000); AID 652197;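 active = mean replicate inhibition of at least 30%, or all replicates individually reaching that 30% level; inactive = mean below 30% and not every replicate reaching it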;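 note: 0% = neutral control wells and 100% = L-leucinethiol positive control wells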
# Target sequence (Q9NZ08 whole entry, looked up): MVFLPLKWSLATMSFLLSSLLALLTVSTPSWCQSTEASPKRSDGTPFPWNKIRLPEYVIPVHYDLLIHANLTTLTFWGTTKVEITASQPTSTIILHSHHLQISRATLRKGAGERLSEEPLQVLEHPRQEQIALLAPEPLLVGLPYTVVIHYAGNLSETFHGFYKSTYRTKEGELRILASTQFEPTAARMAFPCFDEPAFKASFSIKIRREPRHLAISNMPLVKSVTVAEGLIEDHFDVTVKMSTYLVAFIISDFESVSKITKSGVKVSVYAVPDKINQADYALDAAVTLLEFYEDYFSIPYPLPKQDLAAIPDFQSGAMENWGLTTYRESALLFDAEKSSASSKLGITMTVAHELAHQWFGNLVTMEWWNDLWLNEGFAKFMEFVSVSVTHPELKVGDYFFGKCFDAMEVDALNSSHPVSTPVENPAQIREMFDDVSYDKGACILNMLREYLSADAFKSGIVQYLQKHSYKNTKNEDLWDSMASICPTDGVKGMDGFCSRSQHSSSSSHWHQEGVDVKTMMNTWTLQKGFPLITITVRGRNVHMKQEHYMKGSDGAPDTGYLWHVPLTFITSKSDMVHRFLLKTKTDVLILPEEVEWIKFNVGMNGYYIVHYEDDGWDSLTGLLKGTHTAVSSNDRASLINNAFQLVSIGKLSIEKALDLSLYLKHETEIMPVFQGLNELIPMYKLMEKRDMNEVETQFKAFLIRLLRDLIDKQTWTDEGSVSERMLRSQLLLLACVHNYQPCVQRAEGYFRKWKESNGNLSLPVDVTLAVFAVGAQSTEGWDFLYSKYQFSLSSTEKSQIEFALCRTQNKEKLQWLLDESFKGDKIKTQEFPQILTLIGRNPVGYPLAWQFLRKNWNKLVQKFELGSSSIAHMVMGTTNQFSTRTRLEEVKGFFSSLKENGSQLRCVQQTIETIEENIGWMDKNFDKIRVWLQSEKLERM
# LGR2 antag – blocks bursicon-induced cAMP signaling via Drosophila LGR2 | HEK293 LGR2, CRE-luciferase, bursicon-stimulated, 4 h | inhibition, % at 9.99 µM | actives 0.35% (n = 380,000);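 active = drop in luminescence signal, shown as inhibition above about 50% in the replicate tests, limit read from the data, passing the limit was not always enough; inconclusive = probably only some replicates passing the limit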;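 note: agonist challenge used bursicon conditioned medium at about half maximal strength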
# FN deposit inh – fibronectin deposition inhibition | inhibition, % at 12.6 µM | AH1F fibroblasts, Alexa488-fibronectin deposition fluorescence, overnight | actives 0.086% (n = 350,000);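 active = mean inhibition across replicates of 30% or more, regardless of how many single replicates reach that level; inconclusive = mean under 30% yet at least half of replicates reach 30%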;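 note: positive control wells lacked labelled fibronectin entirely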
#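 Test system: AH1F fibroblast monolayer depositing Alexa488-labelled fibronectin into matrix. Input: 10000 cells per well. Technique: fluorescence, ex 485 nm, em 525 nm. Buffer or medium: DMEM plus 2% serum, read in PBS. Timing: 1 h cell adhesion before compound, then overnight fibronectin incubation. Compound: single dose, pinned. Read-out basis: inhibition from reduced deposited-fibronectin fluorescence.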
# EWS-Fli block – blocks EWS/Fli oncoprotein-driven transcription. A673 NR0B1-luciferase reporter, viability-normalised. inhibition, % at 12.6 µM. actives 0.67% (n = 350,000). AID 651661;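 active = mean inhibition of at least 50% after viability correction, with every replicate also passing that limit; inconclusive = mean reaches 50% but only one of two replicates passes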;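 note: firefly luciferase signal divided by Alamar Blue viability fluorescence both relative to DMSO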
# PGC1a acetyl inh – PGC1a acetylation modulation, inhibitor mode; AID 651687; actives 0.17% (n = 350,000); inhibition, % at 15.6 µM; U2OS PGC1a acetylation, AlphaScreen anti-acetyl-lysine; with virally co-expressed GCN5 acetyltransferase;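 active = every replicate shows inhibition of at least 40%; inconclusive = mean inhibition at least 40% but some replicate below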;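 note: 0% = neutral control wells and 100% = positive control wells; some results beyond the cut were filed as inactive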
# S100A4 MyoIIA – blocks human S100A4 binding to myosin IIA peptide | inhibition, % at 10.7 µM | P26447 | S100A4/TAMRA-MyoIIA peptide fluorescence polarization | actives 0.14% (n = 360,000) | AID 652163;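 active = mean inhibition of at least 70% across replicates, with every replicate also reaching that level; inconclusive = mean inhibition reaches 70% but some replicates fall short; inactive = mean inhibition below 70%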
# Target sequence (P26447 whole entry, looked up): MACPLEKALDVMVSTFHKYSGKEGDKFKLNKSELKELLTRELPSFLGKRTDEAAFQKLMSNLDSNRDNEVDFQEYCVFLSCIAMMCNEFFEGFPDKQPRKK
#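 Test system – S100A4 monomer (human) · Compound – single-point compound testing · Schedule – 5 min incubation before reading · Probe or stimulus – TAMRA-labelled myosin IIA heavy-chain peptide probe, 5 nM · Benchmarks – neutral control DMSO, positive control TFP · Medium – Calcium-containing HEPES buffer, pH 7.2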
# PAX8 reporter – PAX8 transcriptional activity inhibition. RMG-I TPO-luciferase reporter, SteadyGlo, 24 h. actives 1.2% (n = 360,000). inhibition, % at 12.6 µM;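 active = mean replicate inhibition at least 60% with every replicate also reaching 60%; inconclusive = only one of the two criteria is met; inactive = mean below 60% and not all replicates reaching 60%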;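 note: luciferase light reporting Pax8 driven TPO promoter activity; plate controls were median of neutral control wells for no effect and mitoxantrone controls for full effect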
# PglD DTNB – blocks C. jejuni PglD acetyltransferase activity | actives 0.098% (n = 360,000) | purified PglD enzyme, DTNB colorimetric CoA detection | inhibition, % at 12.5 µM | AID 602405; in the data active = inhibition above about 16%, passing the limit was not always enough; inconclusive = no clear call, values can overlap the other calls; note: strong numbers were not always called active
# * hit, by the source's call; ? = inconclusive; · = not tested or not shown. Compounds were not picked by outcome. Share with any hit: about 2.1%.
# Value order – ERAP1 inh, LGR2 antag, FN deposit inh, EWS-Fli block, PGC1a acetyl inh, S100A4 MyoIIA, PAX8 reporter, PglD DTNB
O=C(CSc1nnc(COc2ccc(Cl)cc2)n1Cc1ccco1)N1CCNC1=O
→ 2.7, -7.0, -5.9, -7.7, -6.9, -18.4, 4.5, 1.4
O=C1CCCN1CCCNc1ncccc1[N+](=O)[O-]
→ 1.9, -2.6, -2.7, -3.2, ·, -1.6, 13.8, -1.2
Cc1ccc(/C(=N/Nc2ncnc3ccccc23)C(=O)O)cc1
→ 1.6, -74.9, 3.7, -86.4, -31.5, 2.0, -93.4, 0.4
COc1ccc(C=C2C=C(C(C)(C)C)C(=O)C(C(C)(C)C)=C2)cc1OC
→ -0.8, 10.9, 7.6, 42.7, ·, -14.8, 13.7, -3.4
Cc1noc(C)c1NC(=O)N(C)C[C@@H]1Oc2ccc(NC(=O)Nc3ccccc3)cc2C(=O)N([C@@H](C)CO)C[C@H]1C
→ 0.6, 9.6, ·, -5.9, 6.0, -44.4, -36.4, 2.0
COc1cccc(C(=O)NC2CC3CCCC(C2)N3S(=O)(=O)c2ccccc2)c1 (centres undefined)
→ 2.1, 10.1, 8.5, -15.6, 7.6, 6.4, 17.6, ·
COc1ccc(C(C(=O)NCC2CCCO2)N(C(=O)CNC(=O)c2ccco2)c2ccccc2)cc1OC (centres undefined)
→ 7.4, 9.3, -1.5, 1.6, 7.9, -4.0, -5.6, 0.6
Cn1cccc1/C=N/NC(=O)c1ccc[n+]([O-])c1
→ -1.7, ·, 3.6, -16.5, ·, -6.6, 18.5, ·
CNC[C@@H](Cc1ccccc1)NC[C@@H](CC1CCCCC1)NCCCc1ccccc1
→ 0.9, 102.3*, 0.7, 43.9, -54.9, 4.0, 74.2*, -2.1
O=C(Oc1ccccc1N1CCOCC1)c1ccccc1
→ 3.5, 3.5, 2.3, 9.7, -3.0, 0.5, -0.8, 4.3
Cc1ccccc1-c1ccc2c(c1)[C@@H]1C[C@H]3[C@@H](CN1CC2)[C@H](C)ON3C
→ -0.2, 21.0, -0.4, -6.1, ·, -3.3, -11.1, ·
Nc1nc(SCC(=O)Nc2ccc(Cl)c(S(=O)(=O)N3CCOCC3)c2)n[nH]1
→ -1.2, 5.1, 1.8, 4.2, -8.0, -2.2, -1.3, 5.0
CCCCCc1cc(=O)oc2c(C(CCN3CCCC(C)C3)c3ccc4c(c3)OCO4)c(OC)cc(OC)c12 (centres undefined)
→ 0.5, ·, 0.2, 13.7, ·, 4.9, 1.3, -3.2
C[C@H](CO)N1C[C@H](C)[C@@H](CN(C)Cc2ccc(Cl)c(Cl)c2)Oc2ccc(NC(=O)CCCCCC(=O)Nc3ccccc3N)cc2CC1=O
→ -0.5, -1.2, ·, ?, -4.3, 1.0, 29.3, ·
C[C@H](CO)N1C[C@H](C)[C@@H](CN(C)S(=O)(=O)c2ccccc2)OCCCC[C@H](C)Oc2ccc(NC(=O)Nc3cccc4ccccc34)cc2C1=O
→ -2.5, -6.3, -1.3, 12.7, -65.6, 1.5, -20.2, 10.6
Cc1cccc(C)c1NCc1n[nH]c(=S)n1-c1ccccc1
→ 3.2, -23.7, -0.9, -14.6, -12.0, -9.6, -0.1, 3.3
COc1ccc(S(=O)(=O)Nc2cccc3c2O[C@H](CN(C)C(=O)Nc2ccc(F)cc2)[C@@H](C)CN([C@@H](C)CO)C3=O)cc1
→ 0.3, 16.1, ·, -0.7, -6.3, -9.6, ·, 2.4
C[C@@H]1CN([C@H](C)CO)C(=O)Cc2cc(NC(=O)NC3CCCCC3)ccc2O[C@@H]1CN(C)S(=O)(=O)c1ccc(F)cc1
→ 1.6, -6.1, ·, 26.4, -2.7, -5.6, -25.1, -4.6
CCC(=O)Nc1ccc2c(c1)C(=O)N(C)C[C@H](OC)[C@@H](C)CN(C(=O)C1CC1)[C@@H](C)CO2
→ 0.0, 14.5, 4.3, -1.9, -1.4, 6.6, -11.5, 3.1
CC(=O)c1cccc(NS(=O)(=O)c2ccc(-c3cc(C)no3)s2)c1
→ -1.7, 1.1, -2.1, -1.3, 2.7, -14.7, 7.8, -3.0

# Other entries.
# Value order – ERAP1 inh, LGR2 antag, FN deposit inh, EWS-Fli block, PGC1a acetyl inh, S100A4 MyoIIA, PAX8 reporter, PglD DTNB
Cc1nc(Nc2nc3ccccc3o2)nc(C)c1C(=O)Nc1ccc(F)cc1
→ 0.4, -14.1, -2.2, 10.2, 3.7, 0.0, 5.0, ·
O=Cc1ccc(OCc2nnc(-c3ccccc3Br)o2)cc1
→ -2.8, -12.5, -4.6, -40.1, ·, -0.3, -11.4, 6.0
CC(C)c1ccc(NC(=O)C2C3C=CC4(CN(CCCN5CCOCC5)C(=O)C24)O3)cc1 (centres undefined)
→ ·, ·, -1.4, ·, 6.1, ·, 5.7, -2.7
CCOC(=O)c1[nH]c2c(c1-c1ccccc1)C(=O)CC(c1ccc(Cl)cc1)C2 (centres undefined)
→ 2.8, -6.1, 14.6, -12.9, -1.7, 1.0, -11.3, -2.2
COCc1cc(C)n(CC(=O)Nc2cc(C)cc(C)c2)c(=O)c1C#N
→ 0.4, -10.0, -7.0, -6.9, 2.6, 3.7, -1.2, -5.5
CCn1c(SCC(=O)Nc2ccc(OC)c(OC)c2)nc2c(c1=O)SCC2
→ -2.2, -17.6, 0.6, ·, ·, 0.9, 13.0, 3.0
CC(=O)NC(CC(=O)N(C)C1CCCCC1)c1ccccc1 (centres undefined)
→ -3.6, 3.0, 1.3, -6.7, -8.7, -0.6, 12.6, -0.2
COc1cccc(CN2CC(C(=O)NCc3ccc(C)o3)CCC2=O)c1 (centres undefined)
→ 0.0, -14.2, -4.3, ·, ·, -0.9, -5.4, -2.2
O=C(NN1C(=O)c2ccccc2NC1c1ccccn1)c1ccccc1 (centres undefined)
→ ·, 10.1, 2.3, ·, 4.9, ·, -2.8, 5.6
COc1cc(C(C(=O)NC(C)(C)C)N(C(=O)CNC(=O)c2cccs2)c2cccnc2)cc(OC)c1OC (centres undefined)
→ 2.6, 15.8, 6.1, -2.5, ·, -2.2, -19.5, -5.7
Cc1ccc(C)c(OCC(=O)N2CCOCC2)c1
→ ·, ·, 1.6, ·, -5.4, ·, -0.4, -2.4
CCOC(=O)c1c(CC(C)C)csc1/N=C/C1C(=O)CC(C)(C)CC1=O
→ -1.8, -1.1, -10.3, 10.6, 6.4, -4.2, -12.6, ·
O=C1CC(c2ccc(F)cc2)C(n2cncn2)C(O)=C1C1NCCc2ccccc21 (centres undefined)
→ 3.7, 6.3, ·, -3.0, ·, -0.2, 5.7, 7.4
COC(=O)c1ccc2nc(-c3ccc(C#N)cc3)c(Cc3cccc(F)c3)n2c1
→ ·, -5.8, -1.6, 18.2, -10.1, 1.3, 17.3, 0.5
COc1ccc2c3c([nH]c2c1)[C@H](CO)N(C(=O)Nc1ccc(F)cc1)CC31CCN(Cc2cc(F)ccc2F)CC1
→ -1.0, 20.1, ·, -4.3, -0.9, -7.5, ·, ·
CCNCCC(=O)N1c2ccccc2Sc2ccc(C(F)(F)F)cc21
→ 0.1, -5.1, -1.8, 22.9, 7.9, -3.3, 12.1, -1.7
COc1ccc(CN2C(=O)CCCc3ccccc32)cc1
→ 5.6, -7.3, 11.3, 8.5, -10.1, -5.9, 26.8, ·
CCCN1[C@@H]2c3ccc(-c4ccc(OC)cc4)c(=O)n3C[C@@H]2[C@@H](CO)[C@@H]1C(=O)OC
→ -5.1, 17.5, ·, 1.0, ·, -6.4, -7.8, -0.5
CN(C)CC(=O)N1CCCCN2[C@H](CO)[C@H](c3ccc(/C=C/c4ccccc4)cc3)[C@H]2C1
→ -0.8, -5.9, ·, 16.4, -37.9, -5.2, 78.1*, 3.6
Cc1cn([C@H]2C[C@H](O)[C@@H](CCC(=O)NCc3ccco3)O2)c(=O)[nH]c1=O
→ ·, -6.5, 2.3, -2.0, ·, -6.5, 3.8, 7.4

# In the list so far, two have a tert-butyl group:
# Value order – ERAP1 inh, LGR2 antag, FN deposit inh, EWS-Fli block, PGC1a acetyl inh, S100A4 MyoIIA, PAX8 reporter, PglD DTNB
COc1ccc(C=C2C=C(C(C)(C)C)C(=O)C(C(C)(C)C)=C2)cc1OC
→ -0.8, 10.9, 7.6, 42.7, ·, -14.8, 13.7, -3.4
COc1cc(C(C(=O)NC(C)(C)C)N(C(=O)CNC(=O)c2cccs2)c2cccnc2)cc(OC)c1OC (centres undefined)
→ 2.6, 15.8, 6.1, -2.5, ·, -2.2, -19.5, -5.7

# Carrying on.
# Value order – ERAP1 inh, LGR2 antag, FN deposit inh, EWS-Fli block, PGC1a acetyl inh, S100A4 MyoIIA, PAX8 reporter, PglD DTNB
C[C@H](CO)N1C[C@H](C)[C@H](CN(C)C(=O)Nc2ccc3c(c2)OCO3)Oc2c(NC(=O)Nc3ccccc3)cccc2C1=O
→ 0.9, -16.2, ·, -34.7, 5.3, 1.3, 71.6*, 4.0
Cc1ccc2nc(-c3cccc(NC(=O)c4ccc5c(c4)OCCO5)c3)oc2c1
→ 1.1, -43.0, 5.2, ·, -8.3, -2.1, -159.1, 4.4
Cc1nc2scc(-c3ccco3)c2c(=O)n1/N=C/N(C)C
→ 0.9, -6.8, ·, -9.0, 10.2, -12.1, ·, 2.6
COc1ccc(C(=O)N/C(=C/c2cccc3ccccc23)C(=O)NCCc2c[nH]c3ccccc23)cc1OC
→ 3.4, ·, -8.6, -2.3, -15.8, -1.7, 27.4, 0.4
O=C(NCC1CC1)c1cccc2c1C(=O)c1ccc(N3CCCC3)cc1S2(=O)=O
→ -0.1, 8.4, -8.5, -15.2, -2.6, 1.5, 5.7, 3.5
CCC(CO)NCc1ccc(OC2CCCC2)cc1 (centres undefined)
→ ·, ·, -11.3, ·, 5.3, ·, 8.5, -0.8
COc1cccc(N(CC(=O)N2CCCCCC2)S(C)(=O)=O)c1
→ 0.5, 3.9, -6.3, 9.6, 2.0, 2.4, 11.5, -2.5
O=C(OCC(=O)c1ccccc1Cl)C1=NN(c2ccccc2)C(=O)CC1
→ -0.6, -13.9, 25.6, -22.6, 6.3, -7.2, -13.6, 1.7
CSc1nc(-c2ccc(F)cc2)cc(=O)[nH]1
→ -1.1, -9.3, 3.7, -16.9, ·, 10.3, -0.4, ·
Nc1nc(CSc2ccccn2)nc(Nc2ccccc2)n1
→ ·, ·, 0.0, ·, 0.1, ·, -212.4, -1.8
Cc1ccc(N2C(=O)C3C4CC(=O)C(c5ccccc54)C3C2=O)cc1 (centres undefined)
→ ·, ·, 6.1, ·, 2.7, ·, -40.4, 2.2
Cc1cccc(NC(=O)Cn2c(O)c(N=NC(=O)c3ccncc3)c3ccccc32)c1
→ 2.8, 6.7, -6.2, 16.1, 0.0, -0.1, -1.9, ·
CC(C)(C(=O)Nc1nccs1)c1ccccc1
→ -2.4, 4.7, ·, -3.1, 2.0, -2.3, 23.2, 0.8
CC(C)C(=O)N1CCN(c2ccccc2NC(=O)c2ccc([N+](=O)[O-])o2)CC1
→ -0.4, -0.6, 7.4, 24.6, ·, -2.8, 31.6, -2.3
CCOc1cc(N2CCOCC2)c(OCC)cc1NC(=O)C1CCCC1
→ ·, ·, 3.0, ·, -41.7, ·, 9.6, 1.1
CC1CN(c2nc(Nc3ccccc3)nc(N)c2[N+](=O)[O-])CC(C)O1 (centres undefined)
→ 6.0, -2.8, 4.5, -2.1, 4.3, -2.0, 16.8, -3.3
